Screens deposited in PubChem by Johns Hopkins Ion Channel Center.
CHT block – inhibitors of human choline transporter CHT; CHT-expressing cells, membrane potential dye, choline response; hits give low values; B-score at 10 µM; 310,000 compounds, 0.86% hits; Q9GZV3;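 active = B-score over 3 SD under the library average, and starting fluorescence ratio not unusually high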;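 note: choline stimulus applied at its EC90 after an EC20 pre-addition; B-score computed on integrated fluorescence ratio after choline addition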
Target sequence (Q9GZV3 whole entry, looked up): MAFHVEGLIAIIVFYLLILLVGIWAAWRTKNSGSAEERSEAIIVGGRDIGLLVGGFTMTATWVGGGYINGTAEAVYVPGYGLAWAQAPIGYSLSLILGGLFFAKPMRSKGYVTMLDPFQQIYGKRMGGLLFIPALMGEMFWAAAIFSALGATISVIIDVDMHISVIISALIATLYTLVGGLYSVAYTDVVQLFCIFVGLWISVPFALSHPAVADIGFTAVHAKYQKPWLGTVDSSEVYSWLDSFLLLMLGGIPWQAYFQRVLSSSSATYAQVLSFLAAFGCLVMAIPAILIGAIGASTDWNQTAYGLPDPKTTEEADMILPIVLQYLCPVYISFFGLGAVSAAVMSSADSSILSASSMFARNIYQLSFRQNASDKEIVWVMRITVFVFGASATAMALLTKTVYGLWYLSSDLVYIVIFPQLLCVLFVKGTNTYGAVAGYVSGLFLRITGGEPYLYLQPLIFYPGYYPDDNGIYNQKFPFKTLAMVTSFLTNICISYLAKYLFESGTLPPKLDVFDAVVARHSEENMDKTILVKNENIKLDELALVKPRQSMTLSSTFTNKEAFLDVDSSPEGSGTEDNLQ
CHT allo act – allosteric activators of human choline transporter CHT; Q9GZV3; 310,000 compounds, 0.49% hits; CHT-expressing cells, membrane potential dye, choline EC20; hits give high values; LV-AA mutant CHT in HEK293 cells; B-score at 10 µM;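 active = initial fluorescence not abnormally high and integrated response B-score, plate-corrected, over 3 SD above library mean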
Active calls of the source: *; i = inactive.

SMILES	CHT block	CHT allo act
O=CN1CCN(S(=O)(=O)c2ccc(Cl)c(C(=O)O)c2)CC1	i	i
Cc1ccc(NC(=O)C(C)S)cc1 (configuration not stated)	i	i
O=C(COC(=O)C1(c2ccccc2F)CCCC1)NCc1ccc2c(c1)OCO2	i	i
CC1CCCN(c2ccc(/C=C(\C#N)c3nn(-c4ccccc4)c(N)c3C#N)cc2[N+](=O)[O-])C1 (configuration not stated)	i	i
Cc1noc(C)c1COC(=O)c1ccc2c(c1)OCO2	i	i
Cc1ccc(C(=O)NC(NCc2ccco2)C(Cl)(Cl)Cl)cc1 (configuration not stated)	i	i
CCN(CC)S(=O)(=O)c1ccc2c(c1)nc(-c1ccccn1)n2C	i	i
Cc1cccn2c(=O)nc(SCC(=O)N3CCOCC3)nc12	i	i
COc1ccccc1C/C(N)=N/OC(=O)COc1cccc2ccccc12	i	i
CN1CCN(C(=O)c2c(NC(=O)c3ccco3)sc3c2CCC(C(C)(C)C)C3)CC1 (configuration not stated)	i	i
Cc1ccc(C(=O)OCC(=O)NC2CCCCC2)s1	i	i
O=C(O)C1CC(c2ccc(F)cc2)=NO1 (configuration not stated)	i	i
CCn1nc(C)c(NC(=O)CCCSc2nc(-c3ccco3)cc(C(F)(F)F)n2)c1C	i	i
O=C(CCCCCn1c(=S)[nH]c2ccc(N3CCOCC3)cc2c1=O)NCc1cccc(Cl)c1	i	i
COC(=O)c1ccc(NC(=O)CCN2CCOCC2)cc1	i	i
Cc1nc2ccccc2cc1OCc1ccccc1	i	i
CC1(C)Cc2c(c(-c3ccco3)nc3sc4c(NCCCO)ncnc4c23)CO1	i	i
CC(NCCO)C(=O)C12CC3CC(CC(C3)C1)C2 (configuration not stated)	i	i
COc1ccc(S(=O)(=O)N2CCCC2)cc1C(=O)N1CCOCC1	i	i
N#Cc1ccc(N2CCOCC2)nc1	i	i
CN1C(=O)c2cccc3c(S(=O)(=O)N(C)C)ccc1c23	i	i
Cc1ccc(COC(=O)c2nn(C)c(=O)c3ccccc23)cc1	i	i
O=C(NCCc1ccccc1Cl)C1CC(=O)N(C2CCCCC2)C1 (configuration not stated)	i	i
CC(=O)N1CN(C2CCS(=O)(=O)C2)Cc2c1sc1c2CCCC1 (configuration not stated)	i	i
CC[C@@]12C(=O)N(c3cccc(Br)c3)C(=O)N1[C@H](c1ccc(Br)cc1)[C@@H]1C(=O)N(C(C)(C)C)C(=O)[C@@H]12	i	i
COc1ccc(C(=O)Nc2ccccn2)cc1S(=O)(=O)N1CCOCC1	i	i
Cc1ccc(NC(=O)CNC(c2ccccc2)c2ccccc2)c(F)c1	i	i
O=C(Nc1cnn(Cc2ccc(F)cc2)c1)C(c1ccccc1)c1ccccc1	i	i
Cc1nc2cc(C(F)(F)F)ccc2n1C1CCN(CC(=O)NC(C)(C)C)CC1	i	i
CCN1CCN(CCCNC(=O)c2cc3sccc3n2CC)CC1	i	i
Cn1c(=O)[nH]c(=O)c2c1nc(CN1CCOCC1)n2Cc1ccc(F)cc1	i	i
COC(=O)c1cc(C(=O)c2c(C)cc3ccccn23)cc([N+](=O)[O-])c1	i	i
COc1ccc(N(C(=O)c2ccco2)C(C(=O)NC2CCCC2)c2ccc(N(C)C)cc2)cc1 (configuration not stated)	i	i
O=C1CC2c3ccccc3C1C1C(=O)N(CCc3ccccc3)C(=O)C21 (configuration not stated)	i	i
C/C(=N\NC(N)=S)C1C2C3CC4C5CC(C42)C1C53 (configuration not stated)	i	i
COc1ccccc1Cn1c(=S)[nH]c2cc(C(=O)NCC3CCCO3)ccc2c1=O (configuration not stated)	i	i

The final 7 entries of the section before open the next one.
SMILES	CHT block	CHT allo act
CCN1CCN(CCCNC(=O)c2cc3sccc3n2CC)CC1	i	i
Cn1c(=O)[nH]c(=O)c2c1nc(CN1CCOCC1)n2Cc1ccc(F)cc1	i	i
COC(=O)c1cc(C(=O)c2c(C)cc3ccccn23)cc([N+](=O)[O-])c1	i	i
COc1ccc(N(C(=O)c2ccco2)C(C(=O)NC2CCCC2)c2ccc(N(C)C)cc2)cc1 (configuration not stated)	i	i
O=C1CC2c3ccccc3C1C1C(=O)N(CCc3ccccc3)C(=O)C21 (configuration not stated)	i	i
C/C(=N\NC(N)=S)C1C2C3CC4C5CC(C42)C1C53 (configuration not stated)	i	i
COc1ccccc1Cn1c(=S)[nH]c2cc(C(=O)NCC3CCCO3)ccc2c1=O (configuration not stated)	i	i
CCN=C1SC(CC(=O)Nc2ccc(C)cc2)C(=O)N1CC (configuration not stated)	i	i
O=C(NCc1ccc2[nH]c3c(c2c1)CCCC3)c1ccc(S(=O)(=O)N2CCCC2)cc1	i	i
COc1cccc(NC(=O)CC2C(=O)NC3CCCCC3N2C(=O)c2ccccc2)c1 (configuration not stated)	i	i
O=c1[nH]c(CN2CCN(C/C=C/c3ccccc3)CC2)nc2cc(Cl)ccc12	i	i
CCCCNC(=O)N1CCN(c2ncccn2)CC1	i	i
Cc1cc(C(=O)CSc2nn(-c3ccccc3)c(=S)s2)c(C)n1Cc1ccco1	i	i
Cc1nc2oc3ccc(F)cc3c(=O)c2cc1C(=O)O	i	i
Cn1c(=O)c2c(nc(SCC(=O)NCc3ccco3)n2C)n(C)c1=O	i	i
CC(C)N1CCC(NC(=O)NC2CCCCC2)CC1	i	i
CC(CN1CCOCC1)C(=O)c1ccccc1 (configuration not stated)	i	i
O=C(NC(=S)Nc1ccc(O)cc1)c1ccccc1Cl	i	i
Cc1cccc(NC(=S)NN2CCN(C)CC2)c1C	i	i
Cc1ccc(C2/C(=C(\O)c3cnn(-c4ccccc4)c3C)C(=O)C(=O)N2CCN(C)C)o1 (configuration not stated)	i	i
Cc1ccccc1Cn1cc(NC(=O)CCCn2nc([N+](=O)[O-])cc2C)cn1	i	i
Cc1c(C(=O)N2CCOCC2)c(S(=O)(=O)Nc2cccc(F)c2)c(C)n1C	i	i
COc1ccc(OC)c(-c2csc(NC(=O)CN3C(=O)NC4(CCCC4)C3=O)n2)c1	i	i
Cn1nc(C(=O)Nc2ccc3c(c2)OCO3)c2ccccc2c1=O	i	i
O=C(Nc1cccc(N=Cc2cc(Br)cc(Br)c2O)c1)c1ccco1	i	i
Oc1ccc(C[C@@H]2CNCCN2CCc2cc(C(F)(F)F)cc(C(F)(F)F)c2)cc1	i	i
CCC(=O)Nc1ccccc1C(=O)OC(c1ccccc1)c1ccccc1	i	7.34*
OC1(c2ccccc2F)CCN(Cc2nnnn2Cc2ccc(F)cc2)CC1	i	i
CC(CCc1ccccc1)NCC#N (configuration not stated)	i	i
CCCc1c(C(=O)N/N=C/c2sccc2C)nnn1-c1nonc1N	i	i
Nc1cc(N2CCCCC2)c(Cl)cc1[N+](=O)[O-]	i	i
Cc1ccc(-c2csc3nc[nH]c(=S)c23)cc1	i	i
COc1ccc(C(=O)NC(=S)Nc2cccnc2)cc1OC	i	i
Cc1ccc(NS(=O)(=O)c2ccc(C(=O)NCc3ccncc3)cc2)cc1	i	i
CCOC(=O)c1ccc(NC(=O)CSc2nnc(C3CC3)n2C)cc1	i	i
CCOc1ccc2nc(SCC(=O)NC3CCCCC3)[nH]c2c1	i	i
CCOC(=O)Cc1csc(SCC(=O)Nc2sc3c(c2C(N)=O)CCC3)n1	i	i
CSCCC(NC(=O)c1ccc([N+](=O)[O-])cc1Cl)C(=O)OCC(=O)NCCCc1ccccc1 (configuration not stated)	i	i
Cc1ccc(S(=O)(=O)N2CC(O)C[C@H]2C(=O)OCC(=O)Nc2ccc(N3CCCCC3)cc2)cc1C (some centres not stated)	i	i
CCN(CC(=O)NCc1cccs1)C(=O)c1cccc(S(=O)(=O)Nc2ccc(C)cc2)c1	i	i
COc1cccc(CN2CC(C(=O)NCCOc3cccnc3)CCC2=O)c1 (configuration not stated)	i	i
O=C(CNC(=O)c1ccc(Cl)cc1)NCCCn1ccnc1	i	i
O=[N+]([O-])c1ccc(/C=N/n2c(-c3cccnc3)n[nH]c2=S)cc1	i	i
O=C(Nc1nnc(C2CC2)s1)C1Cc2ccccc2CN1S(=O)(=O)c1ccccc1F (configuration not stated)	i	i
COc1ccc(C(=O)NC(=S)Nc2cccnc2)cc1Cl	i	i
CNc1ccc(OC(F)F)cc1C(=O)c1ccccc1	i	i
Cc1cc(=O)[nH]c(-c2ccccc2O)n1	i	i
CCCOC(=O)CCCCC1SCC(NC(=O)OC)C1NC(=O)OC (configuration not stated)	i	i
Cc1ccc(-n2c(=O)cc(N3CC(C)OC(C)C3)[nH]c2=O)cc1 (configuration not stated)	i	i
CN(C)CC1CCCCC1OC(=O)/C=C/c1ccccc1 (configuration not stated)	i	i
CCOC(=O)N1CCN(C(=O)CSc2nnc(-c3ccccc3OC)o2)CC1	i	i
Cc1c(C(=O)NCCNc2ncc(C(F)(F)F)cc2Cl)cccc1[N+](=O)[O-]	i	i
CCc1c(C(=O)N2CCN(c3ccccc3F)CC2)[nH]c(C)c1C(C)=O	i	i
Cc1cccc(-n2c(N)c(C(=O)N3CCN(C)CC3)sc2=S)c1	i	i
COc1ccccc1N1CCN(C(=O)CCc2nnc3ccc(N4CCC(C)CC4)nn23)CC1	i	i

An excerpt of these results, as labelled records.
CCOC(=O)N1CCN(C(=O)CSc2nnc(-c3ccccc3OC)o2)CC1
  CHT block = i
  CHT allo act = i
Cc1c(C(=O)NCCNc2ncc(C(F)(F)F)cc2Cl)cccc1[N+](=O)[O-]
  CHT block = i
  CHT allo act = i

Next part:
SMILES	CHT block	CHT allo act
Cc1ccc(CSc2ncnc3c2cnn3-c2ccc(C)cc2)cc1	i	i
COc1ccc(CNC(=O)[C@@H](NC(=O)C2CCN(C(=O)[C@@H](N)CCSC)CC2)C(C)C)cc1	i	i
O=C(Nc1ccccc1)c1cc2ccccc2o1	i	i
O=C(Nc1cccc(Cl)c1)Nc1ccnc(-c2cccnc2)n1	i	i
CCc1nnc(NC(=O)Nc2ccc(Cl)cc2)s1	i	i
Cc1cc(NC(=O)CNCC(c2ccccc2)N(C)C)c([N+](=O)[O-])cc1C (configuration not stated)	i	i
Cc1ccc(C(=O)N/C(=C\c2ccc(Br)cc2)c2nc(=S)[nH][nH]2)cc1	i	i
O=c1cc(-c2ccc(O)c(O)c2)oc2cc(O)cc(O)c12	i	i
COc1ccc(CNC(=O)CN(C(=O)c2snc(C(N)=O)c2N)c2ccc(OC)c(OC)c2)cc1	i	i
COc1ccc(-n2c(=O)c(CCC(=O)N3CCN(c4ccccc4O)CC3)nc3ccccc32)cc1	i	i
COc1ccc(S(=O)(=O)N2CCC(C(=O)NCCC3=CCCCC3)CC2)cc1OC	i	i
CCOc1ccc(NC(=O)C2CCCN(S(=O)(=O)c3c(C)n[nH]c3C)C2)cc1 (configuration not stated)	i	i

Full records as entered above. Order of values: CHT block	CHT allo act
Entry for COc1ccc(CNC(=O)CN(C(=O)c2snc(C(N)=O)c2N)c2ccc(OC)c(OC)c2)cc1 = i	i
Entry for Cc1cc(NC(=O)CNCC(c2ccccc2)N(C)C)c([N+](=O)[O-])cc1C (configuration not stated) = i	i
Entry for COc1ccc(S(=O)(=O)N2CCC(C(=O)NCCC3=CCCCC3)CC2)cc1OC = i	i

(more compounds)
SMILES	CHT block	CHT allo act
O=C1c2ccccc2C2NC(=O)C3(CCCCC3)N12 (configuration not stated)	i	i
CC(C)[C@H](NC(=O)OC(C)(C)C)c1nnc(S(=O)(=O)Cc2c(F)cccc2Cl)o1	i	i
Cc1nn(C)c(Oc2ccc(Cl)cc2)c1C(=O)Nc1ccc(F)cc1F	i	i
CC(=O)Nc1ccc(S(=O)(=O)NCc2ccncc2)cc1	i	i
CC1=C(/C=C/C(C)=C/C=C/C(C)=C/CO)C(C)(C)CCC1	i	i
COC(=O)CNC(=O)c1cccc(-c2ccc(OC)cc2)c1	i	i
COc1ccccc1C(=O)OCC(=O)NC1CCCC1	i	i
NC(N)=Nc1nc(-c2ccccc2)c2cc(F)ccc2n1	i	i
CCOc1ccc(CCNC(=O)c2cc3ccccn3n2)cc1OCC	i	i
CCC(C(=O)OC)n1cnc2c(nnn2-c2ccc(F)cc2)c1=O (configuration not stated)	i	i
CCCCCCC(=O)Nc1nc(C)c(-c2csc(Nc3cc(OC)ccc3OC)n2)s1	i	i
COC(=O)c1ccc(NC(=O)CN2CCC(NC(=O)c3ccco3)CC2)cc1	i	i
COc1ccccc1OCc1cc(C(=O)N2CC3C[C@@H]4CC2C[C@H](C3)C4)no1	i	i
COc1ccc(NC(=O)c2sc3nc(C)cc(C)c3c2N)c(OC)c1	i	i
Cc1cc(C)n(-c2cc(Cl)ccc2[N+](=O)[O-])n1	i	i
O=C(NCCC1CCCCN1S(=O)(=O)c1ccccc1)C(=O)NCc1ccc(F)cc1 (configuration not stated)	i	i
Cc1ccnc(NS(=O)(=O)c2ccc(NC(=O)/C=C/c3cccs3)cc2)n1	i	i
Cc1ccc(Cl)cc1NC(=O)C1CCCCC1C(=O)O (configuration not stated)	i	i
CCOn1c(=O)c(C)[n+]([O-])c2ccccc21	i	i
COCCNC(=O)CN1C(=O)COc2ccc(Cl)cc21	i	i
COc1ccc(Cl)cc1Nc1nc(N)c2ccccc2n1	i	i
Cc1cccc(C(=O)O/N=C(\N)c2cccc([N+](=O)[O-])c2)c1	i	i
Cc1ccc(C(=O)OCC(=O)NC(C)C)cc1S(=O)(=O)N1CCOCC1	i	i
Nc1ccc(CCn2ccnc2)cc1	i	i

4 structures from above, arranged by length of the SMILES, ascending.
SMILES	CHT block	CHT allo act
Nc1ccc(CCn2ccnc2)cc1	i	i
COc1ccc(NC(=O)c2sc3nc(C)cc(C)c3c2N)c(OC)c1	i	i
Cc1cccc(C(=O)O/N=C(\N)c2cccc([N+](=O)[O-])c2)c1	i	i
O=C(NCCC1CCCCN1S(=O)(=O)c1ccccc1)C(=O)NCc1ccc(F)cc1 (configuration not stated)	i	i

The list goes on:
SMILES	CHT block	CHT allo act
COc1ccc(C(CNC(=O)c2cc3ccccc3cc2O)N2CCOCC2)cc1 (configuration not stated)	i	i
C/C(=N\Nc1ccccc1C)c1cccnc1	i	i
Cc1c(C(=O)Nc2cc(F)ccc2F)sc2nc3n(c(=O)c12)CCCCC3	i	i
O=C(NNS(=O)(=O)c1ccccc1[N+](=O)[O-])c1ccccc1Cl	i	i
N=C(N)SCCc1cnc[nH]1	i	i
Cc1noc(C)c1C(=O)NNc1ccc(C(C)C)cc1	i	i
